D2 ag: HTS Assay for Allosteric Agonists of the Human D2 Dopamine Receptor: Primary Screen for Agonists; D(2) dopamine receptor (Homo sapiens), P14416; hit rate 0.53% among 340,000; HEK293 T-REx D2 cells, calcium flux agonist mode; activation, % at 2 µM;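 active means activation over 3 SD above normal in the single-dose calcium agonist read, cut at about 30% in these data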; further: 0% is about no effect
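Tetracycline-induced HEK293 Trex cells with D2 receptor force-coupled to calcium signaling, plated overnight at 30 C and loaded with no-wash calcium dye. Calcium flux read kinetically for 180 s after compound addition; responses flag agonists.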
D2 antagonist: HTS Assay for Allosteric Antagonists of the Human D2 Dopamine Receptor: Primary Screen for Antagonists; D(2) dopamine receptor (Homo sapiens), P14416; HEK293 TREx D2 cells, calcium flux, dopamine EC80; inhibition, % at 10 µM; hit rate 2% among 340,000; AID 485344, 2010; in the data active means inhibition above about 30%; further: 0% is about no effect
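Tetracycline-induced HEK293 TREx cells expressing D2 receptor forced-coupled to calcium signalling, loaded with no-wash calcium dye. Compounds added and calcium flux read 180 s, then dopamine added at EC80 and read a further 180 s.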
TRHR ag: qHTS for Small Molecule Agonists and Allosteric Enhancers of Human TRH Receptor: Primary Screen for Agonists; TRHR cells, calcium flux fluo-8, FDSS agonist mode; activation, % at 2 µM; hit rate 0.18% among 360,000; AID 493084, 2011; in the data active means activation above about 30%; further: 0% is about no effect
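Read-out: compound-evoked intracellular calcium rise in TRHR cells, fluo-8 dye, kinetic FDSS fluorescence at 1 s/cycle following a 10-cycle baseline. Cells cultured overnight before dye loading (30 min–1.5 h, RT).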
PI4K2A inh: qHTS for small molecular inhibitors of PI4K2A | hit rate 0.13% among 420,000 | AID 1346378, 2018 | activity change, negative = inhibition, % at 76.9 µM | Phosphatidylinositol 4-kinase type 2-alpha (Homo sapiens), Q9BTU6 | purified PI4K2A, ADP-Glo luminescence, 1 h; stronger effect = lower value; in the data active means activity change below about -50%; inconclusive means mostly about -30% to -49%;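 further: -100% = wells without enzyme as full effect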
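In this quantitative HTS, ADP production by PI4K2A was quantified luminescently after 1 h at ambient temperature; 100 microM adenosine served as plate-quality control.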
TRHR PAM: qHTS for Small Molecule Agonists and Allosteric Enhancers of Human TRH Receptor: Primary Screen for Enhancers; Thyrotropin-releasing hormone receptor (Homo sapiens), P34981; TRHR cells, fluo-8 calcium fluorescence, EC20 TRH enhancement; enhancement, % at 2 µM; hit rate 0.66% among 360,000; AID 493056, 2011; in the data active means enhancement above about 30%; further: 0% is about no effect
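Enhancer read-out: after compound pinning and an initial kinetic agonist-mode read, an EC20 of TRH (10 nM final) was injected and fluo-8 calcium signal (Ex 480/Em 530) followed at 1 s/cycle for 100 cycles in TRHR-expressing cells.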
TrxR1 substrate: qHTS Assay for Substrates of Mammalian Selenoprotein Thioredoxin Reductase 1 (TrxR1): qHTS | Thioredoxin reductase 1, cytoplasmic (Rattus norvegicus), O89049 | purified TrxR1 substrate turnover, NADPH consumption readout | Potency, µM (series often up to 114 µM), without a hit: at the top dose activity change, negative = substrate turnover | hit rate 0.01% among 390,000 | AID 588456, 2011; further: potency means the concentration at half of the fitted maximal effect; on the % scale 0 is the no-effect control and ±100 the full control effect; nearly all actives have a fitted effect of over 50% in size
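Rat TrxR1, dispensed at 90 nM, was prereduced with 400 uM NADPH (final) for 5 min at ~22 deg C, then incubated with compound 15 min before 400 uM selenite. A first-read NADPH fluorescence drop versus no-compound background flagged substrates.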
rTrxR1 inhibitor: qHTS Assay for Inhibitors of Mammalian Selenoprotein Thioredoxin Reductase 1 (TrxR1): qHTS. Thioredoxin reductase 1, cytoplasmic (Rattus norvegicus), O89049. hit rate 1% among 390,000. AID 588453, 2011. Potency, µM (doses to about 114 µM), for inactives: top-dose activity change, negative = inhibition, most hits filed as inhibitors. recombinant rTrxR1, NADPH fluorescence consumption, selenite substrate; further: potency means the concentration at half of the fitted maximal effect; on the % scale 0 is the no-effect control and ±100 the full control effect; nearly all actives have a fitted effect of over 65% in size
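Rat TrxR1 (90 nM in the dispensed reagent) was pre-reduced with 400 uM NADPH for 5 min at room temperature, then incubated with compound for 15 min. After 400 uM selenite was added, NADPH fluorescence (Ex 340/Em 450 nm) was followed for 8 min.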
IDH1 R132H inh: qHTS for Inhibitors of mutant isocitrate dehydrogenase 1 (IDH1): qHTS; Isocitrate dehydrogenase [NADP] cytoplasmic (Homo sapiens), O75874; IDH1-R132H enzyme, NADPH consumption, diaphorase/resazurin fluorescence; Potency, µM (series often up to 76.6 µM), without a hit: at the highest dose activity change, negative = inhibition, actives largely listed as inhibitors; hit rate 0.093% among 390,000; further: potency means the concentration at half of the fitted maximal effect; on the % scale 0 is the no-effect control and ±100 the full control effect; nearly all actives have a fitted effect of over 65% in size
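IDH1-R132H (0.5 ug/mL) preincubated 30 min with compound, then NADPH (0.016 mM) and alpha-KG (2 mM) added; 80 min at RT, pH 7.5. Remaining NADPH coupled via diaphorase/resazurin to fluorescence (540/590 nm); concentration-response curves normalized to no-enzyme control.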
USP1-UAF1 inh: Inhibitors of USP1/UAF1: Primary Screen; Ubiquitin carboxyl-terminal hydrolase 1 (Homo sapiens), O94782; recombinant USP1/UAF1, Ub-Rhodamine cleavage fluorescence; Potency, µM (series often up to 57.1 µM), without a hit: at the top dose activity change, negative = inhibition, hits mostly inhibitors; hit rate 0.23% among 390,000; further: potency means the concentration at half of the fitted maximal effect; on the % scale 0 is the no-effect control and ±100 the full control effect; nearly all actives have a fitted effect of over 60% in size; inactives centre near -12
Target sequence (O94782 whole entry, looked up): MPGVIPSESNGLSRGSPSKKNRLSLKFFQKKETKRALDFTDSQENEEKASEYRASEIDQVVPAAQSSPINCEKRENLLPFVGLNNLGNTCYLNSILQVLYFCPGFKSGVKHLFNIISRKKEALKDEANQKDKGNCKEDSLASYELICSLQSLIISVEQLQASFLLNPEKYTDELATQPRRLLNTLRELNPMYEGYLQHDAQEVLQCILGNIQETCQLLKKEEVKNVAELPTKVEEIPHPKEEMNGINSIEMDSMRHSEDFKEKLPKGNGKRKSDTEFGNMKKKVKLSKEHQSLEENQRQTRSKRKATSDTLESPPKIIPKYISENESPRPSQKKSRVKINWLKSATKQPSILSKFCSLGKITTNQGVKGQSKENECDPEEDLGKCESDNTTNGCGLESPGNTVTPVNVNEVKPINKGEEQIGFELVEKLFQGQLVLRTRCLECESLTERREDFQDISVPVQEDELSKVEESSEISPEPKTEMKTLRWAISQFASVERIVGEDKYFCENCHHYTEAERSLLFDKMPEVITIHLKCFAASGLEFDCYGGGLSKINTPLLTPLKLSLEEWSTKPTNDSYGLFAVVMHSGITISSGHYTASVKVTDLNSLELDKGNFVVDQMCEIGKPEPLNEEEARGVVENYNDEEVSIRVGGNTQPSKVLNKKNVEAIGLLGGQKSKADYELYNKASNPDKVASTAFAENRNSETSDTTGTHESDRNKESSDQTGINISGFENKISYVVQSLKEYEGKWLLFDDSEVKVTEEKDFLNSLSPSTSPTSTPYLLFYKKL
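Step one: compound is pinned into 1nM USP1/UAF1 in HEPES pH 7.8 buffer with TCEP. Step two: 15 min room-temperature incubation. Step three: Ub-Rho (150nM final) starts cleavage, tracked by fluorescence over six one-minute reads.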
* hit, by the source's call; ? = inconclusive; . = no result given; & = joins results of further samples; [ ] = dose if it differs, or a comment. Unless noted, the call rests on the fitted dose curve; in most records, active means well fitted inhibition curve with a large enough effect; inconclusive means small, poorly fitted or top-dose-only effect; inactive means no such curve, though single readings can be large or run the other way. Not a hit list; any-hit rate near 3.9%.

SMILES | D2 ag | D2 antagonist | TRHR ag | PI4K2A inh | TRHR PAM | TrxR1 substrate | rTrxR1 inhibitor | IDH1 R132H inh | USP1-UAF1 inh
Cc1csc(CN(C)C(=O)CC2C(=O)NCCN2Cc2ccc(F)c(F)c2)n1 (configuration not stated) | 0.7 | 1 | 0.1 | 0 | -3 | -6% | ? | 2% | -1%
CC(C)=CC(=O)OCC(=O)NC(=O)NC(C)(C)C | 0.9 | -18 | 0.8 | -4 | -6 | -3% | 10% | 8% | -1%
COc1cccc(-c2ccnc3[nH]n(-c4ccccc4)c(=O)c23)c1 | 0.3&0.5 | -4 | -0.7&1.0 | 1&3 | 5&-1 | 3%&-4% | 32%[2.29 µM] | -2%&-3% | -21%&-6%
CN(C)CCN(C(=O)/C=C/c1cccs1)c1nc2ccc(F)cc2s1 | 0.4 | 8 | 0.2 | 3 | 6 | 1% | -2% | 11% | -6%
Cc1ccc(-n2nnnc2SCC(=O)NC2CCS(=O)(=O)C2)c(C)c1 (configuration not stated) | 0.0 | 4 | -0.1 | 10 | 5 | -9%[57.1 µM] | 4% | 0% | -9%
O=C(CCC(=O)c1cccs1)OCC(=O)c1ccccc1 | . | . | . | 2 | . | -8% | -2% | 6% | -15%
COc1ccc(NC(=O)Cc2cccs2)cc1S(=O)(=O)N1CCCCC1 | . | . | . | -6 | . | -5%[57.1 µM] | 14%[57.1 µM] | 4% | ?
COc1ccccc1CNC(=O)C1CCN(S(=O)(=O)c2ccc3c(c2)C(C)(C)C(=O)N3C)CC1 | 0.5 | -1 | -0.8 | -1 | 0 | -7% | -20% | 7% | -33%
CCC(C)(C)n1nnnc1C(c1cc2cccc(C)c2[nH]c1=O)N1CCN(C(=O)c2ccco2)CC1 (configuration not stated) | 1.2 | 4 | -0.2 | 21 | -1 | 12% | -14% | 1% | -12%
Cc1cc(C)cc(OCC(=O)OCC(=O)Nc2ccc(Cl)cn2)c1 | . | . | 0.0 | -6 | 6 | 7%[57.1 µM] | 8%[57.1 µM] | -5% | -2%
CCOC(=O)c1cc(-c2ccccc2)n(CC(=O)NCc2ccccc2OC)c1C | 0.2 | . | -0.4 | 0 | -2 | 0%[57.1 µM] | 22%[57.1 µM] | -16% | -9%
C/C(CC(=O)Nc1ccc(C)cc1C)=N\NC(=O)C(C)C | -1.3 | -5 | -0.6 | 4 | -8 | 5%[57.1 µM] | -1%[57.1 µM] | -1% | -9%

Among those listed so far, these have an NH in an aromatic ring.
SMILES | D2 ag | D2 antagonist | TRHR ag | PI4K2A inh | TRHR PAM | TrxR1 substrate | rTrxR1 inhibitor | IDH1 R132H inh | USP1-UAF1 inh
COc1cccc(-c2ccnc3[nH]n(-c4ccccc4)c(=O)c23)c1 | 0.3&0.5 | -4 | -0.7&1.0 | 1&3 | 5&-1 | 3%&-4% | 32%[2.29 µM] | -2%&-3% | -21%&-6%
CCC(C)(C)n1nnnc1C(c1cc2cccc(C)c2[nH]c1=O)N1CCN(C(=O)c2ccco2)CC1 (configuration not stated) | 1.2 | 4 | -0.2 | 21 | -1 | 12% | -14% | 1% | -12%

(continued)
SMILES | D2 ag | D2 antagonist | TRHR ag | PI4K2A inh | TRHR PAM | TrxR1 substrate | rTrxR1 inhibitor | IDH1 R132H inh | USP1-UAF1 inh
Cn1c(=O)c2cc(C(=O)N3CCN(c4cccc(C(F)(F)F)c4)CC3)sc2c2ccccc21 | -1.0 | . | 0.2 | 2 | -3 | 6% | 26% | ? | ?
Cc1noc(C)c1CSc1nc2sc3c(c2c(=O)n1C)CCCC3 | 0.8 | 2 | 0.2 | 1 | -1 | 8% | 23% | -2% | -15%
CN(C)c1ccc(CNC(=O)C2CCC(CNc3c(N4CCCCC4)c(=O)c3=O)CC2)cc1 (configuration not stated) | . | . | 1.2 | 5 | 9 | -2% | 11% | 0% | -9%
Cn1cnc(S(=O)(=O)N2CCC(C(=O)Nc3ccc(Cl)c(C(F)(F)F)c3)CC2)c1 | -3.9 | . | 0.3 | 2 | -5 | -2%[57.1 µM] | 9%[57.1 µM] | 6% | ?
Cn1nc(C(=O)NCCc2ccc(S(N)(=O)=O)cc2)c2ccccc2c1=O | 1.5 | 2 | 0.4 | 0 | 0 | 0% | 1% | 1% | -19%
COc1ccc(C2C(C#N)=C(N)OC3=C2C(=O)CCC3)cc1Cn1cc([N+](=O)[O-])cn1 (configuration not stated) | 0.3 | -2 | -0.7 | 3 | -5 | -4%[57.1 µM] | 16%[57.1 µM] | 2% | 3%
CCOC(=O)c1cc(CC)sc1NC(=O)c1cc(OC)c(OC)c(OC)c1 | 0.1 | 7 | 0.5 | -3 | -4 | 37%[activator] | 42%[activator] | 7% | -14%
C#CCn1c(=NC(=O)c2ccc(Cl)s2)sc2cccc(OC)c21 | -0.9 | -7 | 0.6 | 1 | 5 | 48%[activator][57.1 µM] | 37%[57.1 µM] | 3% | -12%
COCCn1c(=NC(=O)c2ccc(S(=O)(=O)N3CCc4ccccc4C3)cc2)sc2cc(S(N)(=O)=O)ccc21 | 2.6 | -9 | 0.6 | 0 | 2 | 203%[activator] | 3% | -1% | -12%
CCN(CCO)Cc1csc2ccc(C(C)(C)C)cc12 | 0.4 | -14 | -0.8 | -2 | 0 | -7% | -1% | 1% | -19%
CC(C)C(=O)Nc1ccc(C(=O)NNC(=O)C(c2ccccc2)c2ccccc2)cc1 | 1.0 | 6 | -0.1 | -3 | 6 | 9%[57.1 µM] | 24%[57.1 µM] | 2% | -12%
CN(C)C(=O)c1ccc2c(c1)n(C)c(=O)n2C | 0.5 | -4 | 0.5 | -4 | 4 | -1% | -3% | 7% | -23%
CCc1cc(=O)[nH]c(-n2[nH]c(-c3ccccc3)cc2=O)n1 | -2.4 | 11 | -0.1 | -6 | 14 | -3%[57.1 µM] | 16%[11.4 µM] | 7% | 4%
COc1ccc(S(=O)(=O)N(CCc2ccccc2)CC(=O)N2CCOCC2)cc1 | -1.2 | 13 | -0.7 | -4 | 1 | -8% | 1% | 7% | -9%
CCOc1ccc(/C=N/NC(=O)c2nnn(-c3nonc3N)c2-c2ccc(OCC)cc2)cc1 | 11 | 10 | -0.1 | 1 | 9 | 4%[57.1 µM] | -6%[57.1 µM] | 6% | -4%
CCc1cccc(NC(=O)C2CCN(S(=O)(=O)c3c(C)noc3C)CC2)c1 | -0.6 | -23 | -2.9 | -3 | 12 | -5% | 1% | 16% | -11%
Cc1cc(C)c(NC(=O)CSc2nnc(CN3CCOCC3)n2C)c(C)c1 | -0.8 | 9 | -0.6 | -1 | -2 | 13% | 13% | 9% | -12%
O=C(CCS(=O)(=O)c1ccc2c(c1)NC(=O)CS2)NCCc1ccccc1 | -0.2 | -8 | 0.0 | 3 | -3 | 3% | 19% | 15% | -15%
CCOc1ccc(C(F)(F)F)cc1NC(C)=O | 0.4 | 19 | 0.3 | 3 | 0 | 9%[57.1 µM] | 13%[57.1 µM] | 9% | -11%
CCn1cc(C(=O)NC(C)c2ccccc2)c(=O)c2cc(S(=O)(=O)N3CCc4ccccc4C3)ccc21 (configuration not stated) | 0.8 | . | 0.6 | -2 | 7 | -2% | 26% | -9% | -18%
COCCCNC(=S)Nc1c(C)cc(C)cc1C | . | . | 0.0 | 0 | 11 | 13%[57.1 µM] | 27%[57.1 µM] | -3% | -21%
COC(=O)c1cn(C(=O)c2cccc(C)c2)c2ccccc12 | 1.5 | 3 | 0.6 | 2 | -8 | 8% | 18% | 4% | -18%
CCC(C(=O)OCC(=O)Nc1cc(OC)ccc1OC)c1ccccc1 (configuration not stated) | -0.4 | 20 | -0.1 | 8 | -7 | 2% | 12% | -2% | -7%
OC1CCN(C(=S)Nc2ccc(Oc3ccccc3)cc2)CC1 | -0.4 | -2 | 0.2 | -5 | -2 | -2% | 2% | 5% | -2%
Cc1ccc2nc(-c3ccc(C)c(NC(=O)Cc4ccccc4)c3)oc2c1 | 1.3 | . | -0.5 | -6 | -5 | 7% | 16% | 5% | -32%
Cc1ccc(N2CC(C(=O)N3CCOCC3)CC2=O)cc1C (configuration not stated) | . | . | 0.4 | 5 | 7 | 2%[0.457 µM] | -2% | -4% | -21%
CC(C)C[C@@H](CSc1ccccc1)N1CCN(CC(C)C)CCC1=O | 0.8 | -19 | 0.5 | 2 | -15 | 10%[57.1 µM] | 35%[57.1 µM] | -1% | -24%
CC(=O)N1CCOc2ccc(S(=O)(=O)NCc3ccc(Cl)cc3)cc21 | 0.4 | 3 | -0.2 | 0 | -3 | -1% | 22% | 0% | -8%
CC(=O)c1ccc(NC(=O)CSc2ccc3nnc(CCNS(=O)(=O)c4ccc(C)cc4)n3n2)cc1 | -0.9 | . | 0.2 | 1 | 7 | 25% | -13% | 8% | -21%

Entries listed so far containing a tert-butyl group (2):
SMILES | D2 ag | D2 antagonist | TRHR ag | PI4K2A inh | TRHR PAM | TrxR1 substrate | rTrxR1 inhibitor | IDH1 R132H inh | USP1-UAF1 inh
CC(C)=CC(=O)OCC(=O)NC(=O)NC(C)(C)C | 0.9 | -18 | 0.8 | -4 | -6 | -3% | 10% | 8% | -1%
CCN(CCO)Cc1csc2ccc(C(C)(C)C)cc12 | 0.4 | -14 | -0.8 | -2 | 0 | -7% | -1% | 1% | -19%

Source: PubChem
